KCNQ1 pot: potentiators or activators of human KCNQ1 potassium channel; 0.35% of 310,000 active; P51787; B-score at 10 µM; CHO-K1 KCNQ1, thallium flux FluxOR fluorescence; stronger effect = higher value; AID 2648;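 active means fluorescence ratio B-score, a plate-corrected score, at least three library SD, with initial intensity B-score within 5 SD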
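Schedule – 37 °C overnight plating, 90-min dark dye load, 20-min compound pretreatment · System – stable KCNQ1 CHO-K1 line · Probe or stimulus – thallium- and potassium-containing depolarizing buffer · Measured by – kinetic FluxOR fluorescence, 10 s baseline plus 110 s post-stimulus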
hERG protect: compounds protecting human hERG from proarrhythmic drug block; 0.51% of 310,000 active; Q12809; CHO-hERG, FluxOR thallium flux, dofetilide IC70 present; AID 1511; activation (rescue from dofetilide block), less the hit threshold, % at 10 µM;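 active means activation above the mean of controls blocked by dofetilide plus 5 SD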;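 further: thallium influx through hERG after potassium depolarization seen as dye fluorescence rise; in these data hits start at about 4.7%; inactives centre near -7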
PolyA inh: inhibitors of polyadenylation in S. cerevisiae; S. cerevisiae SKY197-pL101 polyadenylation reporter, beta-gal luminescence; efflux-impaired pdr1/pdr3 knockout yeast; score 100 = 6 SD above DMSO; calls only at 12 µM; 0.02% of 300,000 active;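 active means lowest replicate activity score at least 50, where 100 means six control SD above control mean; inconclusive means lowest score under 50 but half or more replicates reach 50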;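 further: yeast exposed to compound for 9 h at 30 °C; higher score means more reporter readthrough which indicates perturbed polyadenylation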
KCNK9 block: inhibitors of human KCNK9 two-pore domain potassium channel | HEK293 KCNK9, FluxOR thallium flux fluorescence; stronger effect = lower value | B-score at 10 µM | 1.2% of 310,000 active;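 active means ratio B-score over 3 SD below the library mean, with starting fluorescence within 5 SD of its mean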;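 further: negative B-score means less thallium flux so channel inhibition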
KCNQ1 inh: human KCNQ1 channel inhibition; B-score at 10 µM; 1.3% of 310,000 active; P51787; CHO-K1 KCNQ1, FluxOR thallium flux fluorescence; stronger effect = higher value;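 active means compounds whose thallium flux B-score, printed positive for inhibition, exceeds three library SD while starting fluorescence stays within three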;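 further: channel opened by potassium depolarization with thallium stimulus after 20 min compound exposure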
GSK3 alpha inh: inhibitors of human GSK-3 alpha kinase | P49840 | ADP-Glo luminescence, 60 min | inhibition, % at 10 µM | 0.1% of 320,000 active | AID 2650;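 in the data active means inhibition above about 50%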;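 further: GST-tagged GSK-3 alpha with peptide substrate and 25 µM ATP; 0% = DMSO neutral wells and 100% = GW8510 positive control wells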
Target sequence (P49840 whole entry, looked up): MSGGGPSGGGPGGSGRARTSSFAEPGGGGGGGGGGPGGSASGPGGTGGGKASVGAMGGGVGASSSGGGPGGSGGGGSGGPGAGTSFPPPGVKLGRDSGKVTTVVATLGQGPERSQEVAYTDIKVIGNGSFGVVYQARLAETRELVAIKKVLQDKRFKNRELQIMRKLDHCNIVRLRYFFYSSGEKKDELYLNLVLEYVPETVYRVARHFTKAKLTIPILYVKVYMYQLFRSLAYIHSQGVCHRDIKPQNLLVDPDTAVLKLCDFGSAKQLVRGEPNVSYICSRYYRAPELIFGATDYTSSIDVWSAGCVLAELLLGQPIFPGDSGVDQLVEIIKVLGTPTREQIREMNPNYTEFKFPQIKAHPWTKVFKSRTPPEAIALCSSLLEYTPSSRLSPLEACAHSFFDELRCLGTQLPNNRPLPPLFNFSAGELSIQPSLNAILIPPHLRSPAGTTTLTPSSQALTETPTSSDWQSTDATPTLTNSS
GSK3beta inhib: inhibitors of human GSK3beta kinase. P49841. GST-GSK3beta kinase, ADP-Glo luminescence, 60 min; stronger effect = lower value. 0.038% of 300,000 active. activity score (negative = inhibition), % at 10 µM;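 active means more than half of replicate wells score below -50%, meaning over 50% inhibition versus plate controls; inconclusive means some replicates but at most half score below -50%; inactive means no replicate scores below -50%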;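 further: 0% = median DMSO wells and -100% = median GW8510 positive control wells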
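test system = GST-tagged human GSK3beta kinase, cell-free | reagent = 25 µM ATP with peptide substrate | dosing = one dose of 10 µM per compound | schedule = 60 min reaction, RT | detection = luminescent ADP-Glo measurement of ADP formed | control set = DMSO neutral wells and GW8510 at 20 µM as positive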
KCNK3 inh: human KCNK3 channel inhibition, primary screen | O14649 | CHO-KCNK3 thallium flux, FluxOR fluorescence; stronger effect = lower value | B-score at 10 µM | 0.84% of 340,000 active;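 active means B-score under library mean minus 4 SD, starting fluorescence ratio at most library mean plus 5 SD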;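 further: more negative B-score means stronger inhibition of thallium flux through KCNK3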
Target sequence (O14649 whole entry, looked up): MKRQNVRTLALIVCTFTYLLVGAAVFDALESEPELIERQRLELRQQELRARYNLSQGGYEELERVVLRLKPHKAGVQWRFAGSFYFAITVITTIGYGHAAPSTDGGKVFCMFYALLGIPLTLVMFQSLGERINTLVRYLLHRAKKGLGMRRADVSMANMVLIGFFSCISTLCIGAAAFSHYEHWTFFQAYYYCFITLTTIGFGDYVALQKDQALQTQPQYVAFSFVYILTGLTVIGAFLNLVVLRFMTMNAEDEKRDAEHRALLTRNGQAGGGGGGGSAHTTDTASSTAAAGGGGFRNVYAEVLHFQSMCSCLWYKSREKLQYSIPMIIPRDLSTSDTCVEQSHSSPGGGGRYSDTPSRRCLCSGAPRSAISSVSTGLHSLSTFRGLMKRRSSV
DYRK1A inh: Dyrk1A (rat) kinase inhibition. Q63470. ADP-Glo luminescence, NFATc1 peptide. inhibition, % at 12.5 µM. 0.43% of 310,000 active; in the data active means inhibition above about 50%;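 further: plate controls were vehicle with enzyme for no effect and no enzyme for full effect; many of its hits are not listed in these tables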
HDAC3 inhib: inhibitors of human histone deacetylase 3; O15379; recombinant HDAC3, fluorogenic peptide/trypsin coupled, fluorescence; inhibition, % at 8.3 µM; 0.15% of 320,000 active; AID 2718; in the data active means inhibition above about 26%, passing the limit was not always enough; inconclusive means no clear call, values can overlap the other calls
RGS4 act: RGS4 potentiation or activation. B-score at 10 µM. HEK293 M3R/inducible RGS4, carbachol calcium flux Fluo4; stronger effect = lower value. 0.92% of 310,000 active. AID 463111;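 active means B-score of the integrated calcium signal more than 4 SD below the library mean, with starting fluorescence not abnormally high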;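 further: negative B-score means reduced calcium response which marks RGS4 activation or potentiation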
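test system = M3R-expressing HEK293 line, RGS4 induced by doxycycline | probe or stimulus = carbachol at ECmax as muscarinic agonist stimulus | timing = dye loading 30 min 37 °C, buffer rest 30 min RT | signal = calcium dye Fluo4 fluorescence | evaluation = B score from integrated fluorescence ratio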
* = called active by the depositor; i = inactive; ? = inconclusive; · = no result given. Some of the compounds tested; the hit share may differ from the screen's.

SMILES	KCNQ1 pot	hERG protect	PolyA inh	KCNK9 block	KCNQ1 inh	GSK3 alpha inh	GSK3beta inhib	KCNK3 inh	DYRK1A inh	HDAC3 inhib	RGS4 act
O=C(NCc1ccccc1)c1ccc(CN2CCOCC2)cc1	i	-3.0	i	i	i	-1.5	-2.5	i	4.8	3.8	i
NC(=O)c1ccc(NC(=O)c2ccccc2S(=O)(=O)c2ccccc2[N+](=O)[O-])cc1	i	-3.4	i	i	i	-1.2	-0.5	i	-0.8	-3.6	i
CCc1ccc(NC(=O)c2cc(C(C)C)on2)cc1	i	-6.5	i	i	i	·	2.3	i	1.3	3.9	i
O=C(COc1ccc(/C=N/NC(=O)C(=O)N2CCCCC2)cc1)Nc1ccccc1Cl	i	-6.9	i	i	i	-0.1	2.7	i	3.5	2.0	i
COC(=O)[C@H](CCSC)NC(=O)NCCc1ccc(F)cc1	i	-9.5	i	i	i	-4.9	-5.3	i	2.8	6.4	i
COc1ccc(NC(=O)Cn2c(=O)n(-c3ccc(CC(=O)NCc4ccco4)cc3)c(=O)c3ccccc32)cc1	i	-8.9	i	i	i	-2.8	0.9	i	-4.7	-10.5	i
CC1CC(=O)Nc2ccccc2N1C(=O)CN1CCN(c2ccccc2)CC1 (configuration not stated)	i	-7.1	i	i	i	·	0.2	i	-1.3	-0.5	i
O=C(N/N=C\c1ccc2c(c1)OCO2)c1ccco1	i	-3.1	i	i	i	2.3	-2.9	i	13.3	-0.6	i
CC(C)(CNC(=O)CCNC(=O)c1ccc(Br)cc1)N1CCOCC1	i	-13.6	i	i	i	-1.6	0.9	i	-3.0	2.5	i
COc1ccc(/C(N)=N/OC(=O)C2CCCCC2)cc1OC	i	-14.0	i	i	i	0.1	5.6	i	2.3	-2.2	i
CCn1nnnc1SCC(=O)c1ccc2c(c1)OCCO2	i	-4.1	i	i	i	-1.0	0.9	i	-0.2	3.8	i
COc1ccccc1C(=O)Nc1cccc(NC(=O)c2ccccc2OC)n1	i	-8.3	i	i	i	-2.6	-1.4	-10.8*	7.0	-3.4	i
CCOc1cc(C2C(C(=O)N3CCCCC3)=C(C)NC3=C2C(=O)CCC3)cc(Br)c1O (configuration not stated)	i	-9.8	i	i	i	-2.3	0.4	i	22.6	-9.0	i
CSc1ccccc1NC(=O)COC(=O)c1ccccc1O	i	-10.6	i	i	i	-1.7	1.1	i	11.7	6.0	i
Cc1cc(C(F)(F)F)nn1-c1nc(-c2ccco2)cc(C(F)(F)F)n1	i	-10.4	i	i	i	·	-4.2	i	-0.2	·	i
COc1ccc(N(CC(=O)N/N=C(\C)c2cccs2)S(=O)(=O)c2ccccc2)cc1Cl	i	-10.9	i	i	i	-1.4	-2.5	·	·	-6.3	i
CCCCCCCCOC(=O)CCn1[nH]c(=O)c2ccccc2c1=O	i	-5.4	i	i	i	-7.0	4.4	i	-3.4	2.4	i
Cc1cn(-c2ccc(Br)cc2)[nH]c1=O	i	-8.1	i	i	i	-0.3	2.1	i	1.7	3.2	i
COc1ccc(C2CC(c3ccc(C)cc3)Nc3nc(N)nn32)cc1 (configuration not stated)	i	2.0	i	i	i	-0.9	0.8	i	1.1	-0.7	i
CSCCC(NC(=O)c1cccc([N+](=O)[O-])c1)C(=O)OCC(=O)N1CCCC1=O (configuration not stated)	i	-15.8	i	i	i	-0.6	1.3	i	8.6	-3.2	i
N#CCCN(C(=O)c1ccco1)c1ccccc1	i	-1.5	i	i	i	-0.7	0.1	i	12.0	-4.4	i
O=C(N/N=C/c1ccc2ccccc2c1)c1ccc(COc2ccc3c(c2)CCC3)o1	i	-9.5	i	i	i	0.8	1.6	i	-1.9	?	i
COc1ccc(CNC(=O)c2c(-c3cc(Cl)c(OC)c(Cl)c3)noc2C)cc1	i	-4.7	i	i	i	-0.9	-2.2	i	-1.4	-5.0	i
Cc1c(-c2nnc(-c3ccc(C(F)(F)F)cc3)o2)cnn1-c1ccccc1	i	1.3	i	i	i	16.9	2.2	i	1.4	-1.5	i
Cc1ccc(OCC(=O)NS(=O)(=O)c2ccc(Cl)cc2)cc1	i	-7.5	i	i	i	-6.3	-3.6	i	-4.1	-3.5	i
SMILES	KCNQ1 pot	hERG protect	PolyA inh	KCNK9 block	KCNQ1 inh	GSK3 alpha inh	GSK3beta inhib	KCNK3 inh	DYRK1A inh	HDAC3 inhib	RGS4 act
Oc1c(N=Nc2ccccc2)sc2ccccc12	i	-14.2	i	i	i	1.3	6.7	i	1.7	6.3	i
COc1ccc(-c2nc(N)n[nH]2)cc1	i	-3.7	i	i	i	27.1	-3.4	i	33.5	0.9	i
Fc1ccc(C(c2nnnn2Cc2cccs2)N2CCN(C3CCCCC3)CC2)cc1 (configuration not stated)	i	-13.2	i	i	i	-2.2	4.7	i	0.8	1.8	i
COc1cc(OC)c(OC)cc1/C=N/NC(=O)C[n+]1ccccc1	i	-8.4	i	i	i	-1.5	0.6	i	0.5	3.7	i
Cc1ccc(COc2ccsc2C(=O)NN)cc1	i	-6.8	i	i	i	1.8	1.5	i	6.9	-4.1	i
COc1ccc(-c2csc(NC(=O)c3c(OC)cccc3OC)n2)cc1	i	-8.8	i	i	i	-1.0	-2.3	i	-8.0	-0.9	i
Cc1ccc(-c2nn(-c3ccccc3)cc2C=O)o1	i	-14.7	i	i	i	0.3	-0.9	i	12.0	-0.6	i
O=C(C1CCN(S(=O)(=O)c2ccccc2)CC1)N1CCN(Cc2ccccc2)CC1	i	-2.5	i	i	i	-1.7	2.1	i	-1.5	-3.3	i
Cc1ccsc1C(C(=O)NC1CCCCC1)N(C(=O)Cc1cccs1)C1CC1 (configuration not stated)	i	-3.7	i	i	i	1.7	0.9	i	-0.4	-4.8	i
CC(C)Cn1c(N)c(C(=O)COC(=O)c2ccc(O)cc2O)c(=O)n(C)c1=O	i	-9.8	i	i	i	-1.5	4.6	i	-6.4	-0.2	i
CC(C)C(=O)Nc1ccc(S(=O)(=O)Nc2ccccn2)cc1	i	-13.5	i	i	i	1.3	3.5	i	-2.4	2.7	i
O=C1Nc2ccc(S(=O)(=O)NCC3CCCO3)c3cccc1c23 (configuration not stated)	i	-14.4	i	i	i	-0.2	0.9	i	-1.1	-15.1	i
COc1cccc(CN2CCC(n3nccc3NC(=O)CCCc3ccccc3)CC2)c1O	i	-7.3	i	i	i	-0.5	-0.1	i	3.5	0.2	i
COc1ccc(CCNS(=O)(=O)c2ccc3c(c2)NC(=O)CS3)cc1OC	i	-4.0	i	i	i	-0.6	3.8	i	-5.3	-0.2	i
CCCCOc1ccc(C(=O)NCC(=O)N2CCN(Cc3ccc4c(c3)OCO4)CC2)cc1	i	-3.6	i	i	i	·	2.2	i	1.4	·	i
CCO[C@@H]1OC(C(=O)N2CCN(Cc3ccc4c(c3)OCO4)CC2)=C[C@H](c2coc3ccccc3c2=O)[C@H]1CCCO	i	-14.7	i	i	i	-1.6	16.9	i	-0.3	-0.6	i
Cn1c(CCNC(=O)c2ccco2)nc2cc(NC(=O)c3ccccc3)ccc21	i	-9.6	i	i	i	1.7	1.8	i	3.2	-3.8	i
CCn1nnc(NC(=O)c2ccc(Br)o2)n1	i	-5.9	i	i	i	-1.0	3.6	i	6.9	0.0	i
O=C(COC(=O)c1nc(Cl)ccc1Cl)NC(=O)c1ccccc1	i	-11.9	i	i	i	0.1	-2.4	i	1.1	-0.9	i
COc1cc(C(=S)N2CCOCC2)cc(OC)c1OC(=O)Cc1ccc(F)cc1	i	-7.4	i	i	i	-2.0	0.7	i	-5.3	-8.7	i
CCCc1c(O)nc(SCCN(CC)CC)[nH]c1=O	i	0.3	i	i	i	-4.9	0.4	i	0.5	3.6	i
COc1ccc(C)cc1S(=O)(=O)Nc1ccc(F)cc1	i	-1.9	i	i	i	-2.1	-7.9	i	-3.2	-1.0	i
CCCCOc1ccccc1C(=O)NNC(=S)NC(=O)c1ccccc1[N+](=O)[O-]	i	-5.6	·	i	i	0.6	-3.4	i	1.8	-0.2	i
OCCCc1ccc(O)c(O)c1	i	-5.5	i	i	i	-42.0	0.4	i	-2.7	4.5	i
Cc1ccc(N=Cc2ccc[nH]2)c(O)c1	i	-8.2	i	i	i	-1.5	0.5	i	-7.5	3.9	i
COc1ccc(CNC(=O)CN(C(=O)CCC(=O)Nc2ccccn2)c2cccc(C)c2C)cc1	i	-6.7	i	i	i	1.7	·	i	2.9	1.0	i
COC(=O)c1c(C)oc(C)c1S(=O)(=O)NC(C)(C)C	i	-3.5	i	i	i	-3.9	1.6	i	-4.1	-1.1	i
O=c1c2c(-c3ccc([N+](=O)[O-])cc3)csc2nc2n1CCC2	i	-8.7	i	i	i	15.4	2.0	i	9.1	4.5	i

Exported with values under each structure: part of the list above
Results follow in this order: KCNQ1 pot, hERG protect, PolyA inh, KCNK9 block, KCNQ1 inh, GSK3 alpha inh, GSK3beta inhib, KCNK3 inh, DYRK1A inh, HDAC3 inhib, RGS4 act
O=C(C1CCN(S(=O)(=O)c2ccccc2)CC1)N1CCN(Cc2ccccc2)CC1
 : i, -2.5, i, i, i, -1.7, 2.1, i, -1.5, -3.3, i
Cc1ccsc1C(C(=O)NC1CCCCC1)N(C(=O)Cc1cccs1)C1CC1 (configuration not stated)
 : i, -3.7, i, i, i, 1.7, 0.9, i, -0.4, -4.8, i

Four of the compounds above, bar-delimited:
SMILES | KCNQ1 pot | hERG protect | PolyA inh | KCNK9 block | KCNQ1 inh | GSK3 alpha inh | GSK3beta inhib | KCNK3 inh | DYRK1A inh | HDAC3 inhib | RGS4 act
CCCCOc1ccc(C(=O)NCC(=O)N2CCN(Cc3ccc4c(c3)OCO4)CC2)cc1 | i | -3.6 | i | i | i | · | 2.2 | i | 1.4 | · | i
CCO[C@@H]1OC(C(=O)N2CCN(Cc3ccc4c(c3)OCO4)CC2)=C[C@H](c2coc3ccccc3c2=O)[C@H]1CCCO | i | -14.7 | i | i | i | -1.6 | 16.9 | i | -0.3 | -0.6 | i
Cn1c(CCNC(=O)c2ccco2)nc2cc(NC(=O)c3ccccc3)ccc21 | i | -9.6 | i | i | i | 1.7 | 1.8 | i | 3.2 | -3.8 | i
CCn1nnc(NC(=O)c2ccc(Br)o2)n1 | i | -5.9 | i | i | i | -1.0 | 3.6 | i | 6.9 | 0.0 | i

Assay outcomes (PubChem)
